Thrombin inh: thrombin (human) inhibition | alpha-thrombin, Boc-VPR-AMC fluorogenic substrate cleavage | inhibition, % at 5 µM | 220,000 tested, 0.26% active;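 active = inhibition at or above 40%; inactive = inhibition below 40%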;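 also: 0% = enzyme with no compound and 100% = wells without enzyme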
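Test system: human alpha-thrombin; medium: pH 7.5 Tris-saline with Tween 20; times: reaction at room temperature; signal: AMC fluorescence at 355 nm excitation and 460 nm emission; also added: Boc-VPR-AMC substrate, 15 µM final; dosing: one concentration per compound, 5 µM, with 0.2% DMSO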
FXIa inh 1536: blocks human coagulation factor XIa protease activity. 220,000 tested, 0.14% active. purified FXIa, Boc-Glu-Ala-Arg-AMC fluorogenic substrate. P03951. inhibition, % at 5 µM;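 active = inhibition of at least 40%; inactive = inhibition below 40%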;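 also: fluorescence of freed AMC excited at 355 nm; 0% = enzyme without compound and 100% = no enzyme blank; many of its hits are not listed in these tables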
zVAD death inh: blocks zVAD induced death of L929 cells. AID 1377. L929 zVAD necroptosis rescue, ATP luminescence, 24 h; with zVAD 60 µM. viability rescue, % at 10 µM. 220,000 tested, 0.38% active;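 active = activation, scaled between plate controls, above about 75%, limit read from the data; inactive = activation under that limit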;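 also: 0% = zVAD with DMSO and 100% = DMSO alone without zVAD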
KLK5 inh: inhibitors of human kallikrein 5. Q9Y337. AID 873. inhibition, % at 5 µM. 210,000 tested, 0.59% active. recombinant hK5, fluorogenic AMC substrate cleavage;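 active = inhibition of 40% or more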;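 also: 0% = enzyme controls without compound and 100% = no-enzyme blanks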
Target sequence (Q9Y337 67-293 limits assumed): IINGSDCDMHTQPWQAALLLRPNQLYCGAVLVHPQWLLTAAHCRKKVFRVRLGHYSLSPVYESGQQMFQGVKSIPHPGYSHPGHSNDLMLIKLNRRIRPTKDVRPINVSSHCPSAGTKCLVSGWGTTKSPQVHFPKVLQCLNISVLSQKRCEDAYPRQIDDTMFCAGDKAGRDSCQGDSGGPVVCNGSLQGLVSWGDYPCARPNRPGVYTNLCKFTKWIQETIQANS
FXIIa inh: inhibitors of human coagulation factor XIIa; P00748; purified FXIIa, Boc-QGR-AMC fluorogenic substrate, 2 h; 220,000 tested, 0.3% active; inhibition, % at 5 µM; in the data active = inhibition above about 40%;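 also: 0% = enzyme with no compound and 100% = blank without enzyme; many of its hits are not listed in these tables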
Hck Nef HTS: inhibitors of human Hck kinase activated by Nef; P08631; Recombinant Hck-YEEI plus Nef, Z-Lyte FRET kinase assay; inhibition, % at 20 µM; 220,000 tested, 0.68% active; AID 463187;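 active = Hck-Nef kinase inhibition above about 50%, limit read from the data; inactive = inhibition below that limit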;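 also: 0% = DMSO with Hck plus Nef and 100% = Hck alone without Nef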
Target sequence (P08631 whole entry, looked up): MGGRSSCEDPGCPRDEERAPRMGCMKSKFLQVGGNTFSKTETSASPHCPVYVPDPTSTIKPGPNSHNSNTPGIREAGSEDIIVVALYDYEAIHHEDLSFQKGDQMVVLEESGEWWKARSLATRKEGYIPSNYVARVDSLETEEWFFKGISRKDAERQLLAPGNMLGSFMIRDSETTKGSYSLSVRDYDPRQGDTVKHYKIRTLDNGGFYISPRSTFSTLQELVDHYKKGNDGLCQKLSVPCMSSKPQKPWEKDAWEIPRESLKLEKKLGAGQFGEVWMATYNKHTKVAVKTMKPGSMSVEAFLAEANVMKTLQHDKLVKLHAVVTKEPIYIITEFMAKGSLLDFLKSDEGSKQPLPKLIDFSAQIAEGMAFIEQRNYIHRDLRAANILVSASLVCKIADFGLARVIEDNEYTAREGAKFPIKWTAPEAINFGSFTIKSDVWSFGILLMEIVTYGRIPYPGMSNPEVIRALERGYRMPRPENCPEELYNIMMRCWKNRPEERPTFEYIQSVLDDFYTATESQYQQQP
TNF necrop inh: TNF-alpha cell death inhibition in Jurkat FADD-/- cells. Jurkat FADD-/- TNF necroptosis rescue, ATP luminescence, 24 h; 0 = TNF only, 100 = no-TNF cells. activation (protection from cell death), % at 10 µM. 220,000 tested, 0.068% active. AID 463075;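 active = activation, meaning protection from cell death, of at least 50% relative to plate controls; inactive = activation below 50%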;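 also: necroptosis triggered by 40 ng/mL TNF-alpha added together with compound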
Rad51 HR inh: blocks human Rad51 in homologous recombination. hRad51 DNA strand exchange, fluorescence dequenching. inhibition, % at 10 µM. 200,000 tested, 0.085% active;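 active = inhibition above 40% at the single screening dose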;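 also: 0% = DMSO control wells and 100% = blanks with heterologous ssDNA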
Target sequence (Q06609 whole entry, looked up): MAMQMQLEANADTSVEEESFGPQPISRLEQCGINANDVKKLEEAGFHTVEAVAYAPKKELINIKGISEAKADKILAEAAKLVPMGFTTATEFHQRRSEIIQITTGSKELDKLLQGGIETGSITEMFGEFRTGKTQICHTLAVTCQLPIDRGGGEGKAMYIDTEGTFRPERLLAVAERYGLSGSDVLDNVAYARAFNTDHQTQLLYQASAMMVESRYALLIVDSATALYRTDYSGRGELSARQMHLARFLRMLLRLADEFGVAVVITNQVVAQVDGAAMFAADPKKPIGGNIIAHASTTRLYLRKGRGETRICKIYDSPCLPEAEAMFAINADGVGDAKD
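System: hRad51 filaments on single-stranded DNA; reagent: Fluorescein- and BHQ1-tagged 47-mer duplex; compound dosing: one concentration, 10 µM final; timing: filaments 15 min 37 °C, then compound 30 min; measured by: fluorescein emission 520 nm, excitation 485 nm; benchmarks: per-plate controls and blanks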
Cl transport mod: modulates chloride dependent transport by human KCC2; Q9H2X9; KCC2 cells, thallium flux FluoZin-2 fluorescence; B-score of Tl+ flux slope (higher = more flux/activation; lower = inhibition) at 10 µM; 190,000 tested, 2.2% active; AID 1456;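 active = thallium flux slope and its plate-corrected score both differing from the plate sample mean at a set confidence after two filtering rounds, in either direction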;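 also: slope of fluorescence scaled to starting intensity during 10 to 20 s after thallium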
Numbers without * were called inactive; / = not tested or not shown.

SMILES	Thrombin inh	FXIa inh 1536	zVAD death inh	KLK5 inh	FXIIa inh	Hck Nef HTS	TNF necrop inh	Rad51 HR inh	Cl transport mod
Cc1cc(C(=O)OCC(=O)c2c(N)n(C)c(=O)n(C)c2=O)c(C)n1-c1ccccc1	2.5	1.6	0.0	-12.8	10.1	-0.3	-0.7	-6.2	0.158
Cc1ccc(C2OC34CCCCCC3C(C#N)(C(=N)O4)C2(C#N)C#N)cc1 (stereo unspecified)	-8.2	1.2	1.5	-35.6	6.5	-1.2	0.9	/	-3.11
CN(C)c1ccnc2sc(C(=O)c3ccccc3)c(N)c12	-2.0	4.8	2.6	-7.1	6.4	1.3	-0.5	16.3	-1.06
NNC(=O)c1ccc(COc2ccccc2)cc1	-7.1	-9.1	-1.0	17.1	-3.8	-0.5	1.8	-4.0	0.113
CC(=O)NC(CCS(C)(=O)=O)C(=O)Nc1ccc(Oc2ccccc2)cc1 (stereo unspecified)	-1.6	8.3	-0.3	-5.0	16.4	0.0	-0.7	-8.6	0.0368
Cc1ccc(S(=O)(=O)c2c(N)n(-c3ccccc3)c3nc4ccccc4nc23)cc1	-7.9	0.3	0.6	-11.2	-2.8	17.9	3.1	-6.9	0.714
CN(CC(=O)OCC(=O)c1c(N)n(C)c(=O)n(C)c1=O)S(=O)(=O)c1ccc(Cl)cc1	-12.6	6.6	0.9	-8.7	13.1	2.8	-0.5	6.3	-0.101
O=C(CNC(=O)c1ccccc1)NC1(C(=O)NC2CCCCC2)CCCCC1	-4.2	-1.8	0.9	2.2	10.1	22.9	-0.7	5.4	0.851
CC(=O)N1CC2(c3ccccc3)CN(C(C)=O)CC(c3ccccc3)(C1)C2=O	0.1	-3.2	0.2	-7.1	5.7	23.7	0.6	3.0	1.05
Cc1ccc(S(C)(=O)=NC(=O)c2cc(C)on2)cc1 (stereo unspecified)	-1.1	-0.2	0.5	-7.0	5.4	3.9	2.8	-1.0	/

Four entries already listed, sorted by SMILES length, high to low:
SMILES	Thrombin inh	FXIa inh 1536	zVAD death inh	KLK5 inh	FXIIa inh	Hck Nef HTS	TNF necrop inh	Rad51 HR inh	Cl transport mod
Cc1cc(C(=O)OCC(=O)c2c(N)n(C)c(=O)n(C)c2=O)c(C)n1-c1ccccc1	2.5	1.6	0.0	-12.8	10.1	-0.3	-0.7	-6.2	0.158
Cc1ccc(C2OC34CCCCCC3C(C#N)(C(=N)O4)C2(C#N)C#N)cc1 (stereo unspecified)	-8.2	1.2	1.5	-35.6	6.5	-1.2	0.9	/	-3.11
CC(=O)NC(CCS(C)(=O)=O)C(=O)Nc1ccc(Oc2ccccc2)cc1 (stereo unspecified)	-1.6	8.3	-0.3	-5.0	16.4	0.0	-0.7	-8.6	0.0368
O=C(CNC(=O)c1ccccc1)NC1(C(=O)NC2CCCCC2)CCCCC1	-4.2	-1.8	0.9	2.2	10.1	22.9	-0.7	5.4	0.851

The list goes on:
SMILES	Thrombin inh	FXIa inh 1536	zVAD death inh	KLK5 inh	FXIIa inh	Hck Nef HTS	TNF necrop inh	Rad51 HR inh	Cl transport mod
CC1CCC2(CC1)NC(CO)(CO)CO2 (stereo unspecified)	4.0	-2.1	-0.3	-2.9	9.1	2.1	-1.2	2.5	-1.25
Cc1ccc(NC(=S)NC2CCCCC2)cc1S(=O)(=O)N(C)C	5.4	-3.0	5.3	-1.7	2.1	32.9	1.2	-8.6	0.00766
COc1ccc(S(=O)(=O)N(C(C)=O)c2ccc(OC(C)=O)c3ccccc23)cc1[N+](=O)[O-]	-5.5	-1.7	47.2	-6.2	8.6	1.2	-10.0	-0.8	-0.593
COC(=O)c1sccc1NC(=S)N1CCN(C)CC1	0.8	1.7	-0.2	1.4	18.3	24.5	1.0	0.7	0.586
C/C(=N/NC(=O)c1sc(NS(=O)(=O)c2ccc(C)cc2)nc1C)c1sc(N)nc1C	-5.2	2.2	2.0	5.0	8.2	2.4	1.3	0.8	-1.17
CCN(CCO)C(=S)Nc1cc(C(=O)OC)ccc1C(=O)OC	0.8	14.1	0.6	-12.1	6.2	3.8	0.8	11.2	0.337
CCOC(=O)C1CCN(c2ncnc3c2nnn3Cc2ccccc2Cl)CC1	1.1	-1.5	0.4	-1.6	4.3	20.3	-0.5	55.4*	-0.801
COc1ccc(-c2c(-c3ccc(O)cc3O)n[nH]c2C)cc1OC	1.1	3.5	5.3	-10.8	12.8	10.7	-12.6	-0.7	-0.452
Cc1cc(C)cc(NC(=O)CSc2nnc(CNC(=O)c3cccs3)o2)c1	-0.9	-3.2	-1.0	-4.3	18.6	7.2	-0.1	7.2	0.528
CN(C)S(=O)(=O)c1cccc(NC(=O)COC(=O)CCOc2ccccc2)c1	-1.8	-3.8	3.0	-5.9	0.9	-11.4	1.1	-0.7	-0.607
COc1ccc(C2CC(=O)Oc3cc(O)cc(O)c32)cc1 (stereo unspecified)	2.1	1.2	0.2	-0.5	8.4	27.9	1.1	-0.2	0.0265
O=C(O)c1ccc(COc2ccccc2/C=C2\NC(=O)N(Cc3ccc(F)cc3)C2=O)cc1	-6.4	-1.6	23.1	-5.7	3.8	25.4	0.3	-3.4	-2.1
CC1CCc2cc(F)ccc2N1C(=O)c1ccc2c(c1)OCO2 (stereo unspecified)	-2.5	-1.9	0.6	-7.3	3.9	2.5	-1.2	3.9	0.511
O=[N+]([O-])c1ccc(N=NN(CCO)CCO)cc1	-11.4	1.2	0.0	-11.2	0.7	11.1	2.8	/	0.796
O=C1/C(=C/c2cccnc2)CCc2c1[nH]c1ccccc21	-3.4	-3.2	13.2	6.7	0.8	5.8	-1.0	/	/
CC(=O)N1CCN(S(=O)(=O)c2ccc(C)c([N+](=O)[O-])c2)C1C(C)C (stereo unspecified)	-1.1	1.3	1.5	-4.3	-1.1	11.2	1.2	-0.8	-0.0565
COc1ccccc1CNC(=S)Nc1ccc2nc(N3CCN(C)CC3)cc(C)c2c1	3.7	-2.3	1.8	-7.2	8.8	5.5	-3.8	11.4	-0.931
CCCN1CCN(CCCNC(=O)CCNC(=O)Cn2ccc3ccccc3c2=O)CC1	0.4	15.2	-0.5	-8.3	22.4	-1.4	0.6	-8.2	/
CCC(C)NC(=O)CNS(=O)(=O)c1ccc(C)cc1 (stereo unspecified)	1.5	5.5	0.0	-11.1	8.8	3.0	-1.2	1.4	-0.0596
O=C(c1cc2nc(-c3ccco3)cc(C(F)(F)F)n2n1)N1CCc2ccccc2C1	5.0	1.0	0.0	4.6	11.3	1.4	-0.2	/	0.0619
CCc1nnc(NC(=O)CSc2ccc(-c3nc4ccc(C)cc4[nH]3)cn2)s1	15.1	-5.9	7.8	11.6	1.2	2.2	0.1	2.8	0.225
CC(OC(=O)c1ccc(S(=O)(=O)N(C)c2ccccc2)cc1)C(=O)NCCC1=CCCCC1 (stereo unspecified)	-1.0	9.2	-0.1	-8.3	4.4	3.3	0.7	11.1	1.33
COC(=O)C1=C(C)N(c2ccc(OC)c(OC)c2)C(=O)/C1=C\c1cccs1	-4.0	-1.4	1.4	-0.1	4.8	-2.8	1.4	-5.2	-0.34
COc1ccc(Nc2ncc(C(=O)N3CCC(C(N)=O)CC3)c3ccccc23)cc1	1.3	9.6	0.1	-0.7	6.5	-0.2	0.1	-6.4	0.0939
O=S1(=O)CCN2C(c3ccc4c(c3)CCCC4)=CSC2=N1	-0.1	3.0	-0.2	-8.0	-3.7	6.3	-0.7	1.8	/
CCN(CC)S(=O)(=O)c1ccc(C(=O)NCCN(C)C)cc1	-1.4	-6.3	5.7	-6.5	-1.3	21.1	1.8	-3.9	-0.258
Cc1ccc(O)c(NC(=O)c2ccco2)c1	5.4	2.9	0.3	-2.8	-7.8	-1.1	-8.3	-8.7	0.717
COC(=O)Cn1c(=NC(=O)CSCC(=O)NC2CCCCC2)sc2cc(OC)ccc21	-3.4	-5.8	-0.5	-2.4	4.2	-1.4	-0.1	6.2	-1.04
COc1cc(N(C(=O)Cc2cccs2)C(C(=O)NC2CCCCC2)c2ccc(C)cc2)ccc1-n1cnnn1 (stereo unspecified)	1.3	0.5	0.8	-17.6	12.2	0.1	0.7	-3.4	0.147
Fc1ccc(CSc2nnc(-c3cccnc3)n2Cc2ccco2)cc1	-4.0	-4.4	0.5	-1.0	2.9	0.5	1.4	-2.8	/
CC1CCN(C(=O)CSc2nc3cccnc3n2C)CC1	2.3	4.3	-0.2	-25.0	18.3	1.6	-1.2	-1.2	-0.402
O=C(O)CC(C(=O)O)c1cn(Cc2ccccc2)c2ccccc12 (stereo unspecified)	-4.2	-0.7	0.8	-0.2	16.7	1.0	-1.0	0.9	0.126
Cc1cccc(N2CCN(C(=O)C3CCCN(S(=O)(=O)c4c(C)noc4C)C3)CC2)c1C (stereo unspecified)	/	/	4.7	/	/	19.1	-4.4	1.3	-1.33
CC(C)c1nc2c(c(=O)n(C)c(=O)n2C)n1C	5.6	1.7	0.2	1.6	5.6	17.3	0.1	/	-2.58
Cc1nc2ccccc2n(CC(=O)Nc2cc(Cl)cc(Cl)c2)c1=O	-12.2	-2.7	2.1	-11.2	-7.2	-10.3	2.8	1.5	-0.303
CC(C)(CNC(=O)c1sc2cc(F)ccc2c1Cl)N1CCOCC1	-1.8	5.2	1.1	-11.4	5.8	7.4	1.4	2.5	-0.264
COc1ccccc1C1C(C(=O)c2cc3ccccc3o2)=C(O)C(=O)N1CCN1CCOCC1 (stereo unspecified)	0.9	-9.5	-0.3	-21.7	6.6	2.3	-1.7	1.2	-2.15
CC(=O)Nc1ccc(N2CCN(c3ccc(C(F)(F)F)cn3)CC2)nc1	-2.3	0.9	-0.4	-1.8	6.9	-3.9	-1.6	-8.3	-0.0407
CCc1nc(SCc2nc3ccccc3[nH]2)c2oc3ccccc3c2n1	1.6	10.7	-0.9	0.3	29.8	-2.1	1.3	-1.4	/
OC1CCCN(c2ncnc3c2nnn3Cc2c(F)cccc2Cl)C1 (stereo unspecified)	-12.2	-2.4	-0.4	-2.4	2.5	20.1	-0.4	2.8	-0.987
O=C(N/N=C/c1cccs1)c1cccnc1	-8.7	1.0	-0.3	-0.7	7.9	27.0	3.0	/	0.0282
O=c1[nH]c(C2CCCN(S(=O)(=O)c3ccc(F)cc3)C2)nc2c1nnn2Cc1ccccc1 (stereo unspecified)	-2.9	-18.1	-0.1	3.9	10.9	-2.3	-2.0	0.5	0.00865
COc1cccc(C(=O)Nc2ccccc2F)c1	-4.0	-5.8	-0.8	5.0	0.8	19.5	-1.1	0.9	-0.594
CCc1ccccc1N(C)C(=O)CCc1nc(-c2ccc(C)cc2)no1	-9.6	-9.7	0.4	8.2	-5.1	1.6	-2.4	3.0	0.43
COc1ccc(C2C(C(=O)NCC3CCCO3)CCC(=O)N2c2ccc3c(c2)OCO3)cc1 (stereo unspecified)	-4.5	-3.7	1.8	-0.8	11.7	-0.8	1.8	-4.4	0.946
CCOc1ccc(/C(O)=C2/C(=O)C(=O)N(CCCn3ccnc3)C2c2cccs2)cc1Cl (stereo unspecified)	4.2	3.3	0.1	-18.4	4.4	1.8	-3.7	-2.9	-0.781
COc1ccc(CCNC(=O)c2cc(-c3ccccc3O)n[nH]2)cc1OC	0.6	1.3	9.7	-9.2	6.3	1.6	-2.3	2.0	/
Cc1cc(C=C2C(=O)c3ccccc3C2=O)c(C)n1C	-7.1	-5.0	2.7	-18.2	-1.4	0.3	-0.5	/	-0.203

Some of the compounds tested, so the mix of outcomes need not match the whole.
